TMEM16A inh: blocks the mouse calcium-activated chloride channel TMEM16A | HEK293 TMEM16A/YFP iodide influx fluorescence, ionomycin | normalized B-score (activity score, 25-100; higher = stronger inhibition) at 10 µM | 1.2% of 310,000 active;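 active = ratio plate-corrected score three or more library SD toward inhibition, starting fluorescence score within five deviations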;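 note: score derived from kinetic fluorescence span divided by baseline fluorescence per well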
MrgX1 ag: activates human MrgX1 receptor signaling. Q96LB2. MrgX1-HEK293 cells, Fluo-4 calcium fluorescence, agonist mode; active compounds read high. B-score at 10 µM. 0.44% of 310,000 active. AID 588627;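 active = calcium response B-score plate-corrected fluorescence ratio at least 3 library SD, with starting fluorescence B-score inside 5 SD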
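Material: HEK293 cells stably expressing human MrgX1 receptor | Quantity: 15,000 cells per well | Times: Cells plated overnight, dye loaded 0.5 h 37 °C, 0.5 h room temperature | Measured by: Kinetic Fluo-4 NW fluorescence of intracellular calcium | Control set: Positive and negative controls per plate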
TRPC4 agonist: opens the mouse TRPC4 cation channel; Q9QUQ5; HEK293 TRPC4beta/mu-opioid, Fluo4 calcium fluorescence; active compounds read high; B-score at 10 µM; 0.49% of 310,000 active; AID 2237;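 active = B-score above 5 SD of library B-scores, and initial fluorescence ratio not above library mean plus 5 SD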;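 note: positive B-score marks a calcium rise read as TRPC4 activation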
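Technique: kinetic Fluo4 calcium fluorescence; Test system: TRPC4beta and mu-opioid receptor HEK293 stable cells; Measure: B-scored integrated calcium fluorescence ratio; Benchmarks: low control buffer alone, high control maximal DAMGO; Schedule: 45 min room-temperature Fluo4 loading, 110 s read.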
TRPC4 PAM: TRPC4 (mouse) allosteric potentiation | Q9QUQ5 | HEK293 TRPC4beta/mu-opioid, DAMGO EC20, Fluo-4 Ca2+ flux; active compounds read high | B-score at 10 µM | 0.42% of 310,000 active;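 active = B-score of calcium response area above 5 SD of library B-scores, with initial fluorescence ratio within 5 SD of library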;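 note: B-score of integrated fluorescence ratio over time as area under calcium response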
SKKanGAS inh: SKKanGAS growth inhibition | S. pyogenes SKKanGAS, kanamycin growth, BacTiter-Glo, 6 h | 1.3% of 300,000 active | inhibition, % at 7.5 µM;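 active = mean replicate score, as percent of positive control median, at least 50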;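 note: strain carries kanamycin resistance gene driven by streptokinase promoter and grows in 40 µg/ml kanamycin; loss of luminescence reflects streptokinase promoter inhibition or plain growth inhibition; 0% = median of DMSO wells and 100% = positive control at its reference dose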
TMEM16A act: mouse TMEM16A channel activation, primary screen. Q8BHY3. HEK293 TMEM16A/YFP-H148Q/I152L, iodide quench fluorescence; active compounds read low. B-score at 10 µM. 0.3% of 340,000 active;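 active = fluorescence-ratio B-score plate-corrected deviation score at least 3 library SD below zero, with starting fluorescence score within 5 deviations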;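 note: channel opened by trigger with iodide after compound preincubation; score built on the fluorescence ratio of max minus min over baseline; more negative score means more quench and so TMEM16A activation or potentiation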
TRPC6 inhibitor: inhibitors of mouse TRPC6 channel; Q61143; HEK293-TRPC6, membrane potential dye, ACh-evoked depolarization; active compounds read low; B-score at 10 µM; 1.1% of 310,000 active;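 active = B-score under library mean minus 3 SD, initial fluorescence not abnormally high, positive integrated signal ratio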;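 note: B-score derived from integrated fluorescence ratio over the kinetic read; more negative B-score means stronger inhibition of depolarization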
Target sequence (Q61143 whole entry, looked up): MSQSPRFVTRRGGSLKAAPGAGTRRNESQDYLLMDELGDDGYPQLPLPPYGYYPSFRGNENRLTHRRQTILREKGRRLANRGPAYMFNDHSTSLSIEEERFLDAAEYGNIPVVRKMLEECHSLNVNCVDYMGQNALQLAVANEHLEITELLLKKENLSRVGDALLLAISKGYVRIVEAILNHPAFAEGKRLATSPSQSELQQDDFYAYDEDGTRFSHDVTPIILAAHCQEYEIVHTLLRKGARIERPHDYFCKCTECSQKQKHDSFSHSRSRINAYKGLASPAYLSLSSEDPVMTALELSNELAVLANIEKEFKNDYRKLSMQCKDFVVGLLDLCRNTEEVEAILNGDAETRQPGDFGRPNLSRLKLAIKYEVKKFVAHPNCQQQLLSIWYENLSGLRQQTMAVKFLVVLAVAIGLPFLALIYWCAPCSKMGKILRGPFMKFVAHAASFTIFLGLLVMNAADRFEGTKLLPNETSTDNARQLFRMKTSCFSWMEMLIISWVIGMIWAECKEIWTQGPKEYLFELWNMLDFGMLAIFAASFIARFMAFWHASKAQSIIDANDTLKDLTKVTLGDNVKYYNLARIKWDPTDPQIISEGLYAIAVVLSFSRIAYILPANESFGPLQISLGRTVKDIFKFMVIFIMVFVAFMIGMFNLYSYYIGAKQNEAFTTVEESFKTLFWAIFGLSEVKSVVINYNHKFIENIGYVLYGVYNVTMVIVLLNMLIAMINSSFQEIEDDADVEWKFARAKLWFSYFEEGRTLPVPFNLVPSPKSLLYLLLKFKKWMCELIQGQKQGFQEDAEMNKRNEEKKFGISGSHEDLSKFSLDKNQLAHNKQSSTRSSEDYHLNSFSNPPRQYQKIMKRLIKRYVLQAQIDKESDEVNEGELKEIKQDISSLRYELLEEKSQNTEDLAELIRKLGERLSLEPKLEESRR
MrgX1 antag: antagonists of human MrgX1 receptor; Q96LB2; MRGX1-HEK293 calcium flux, Fluo-4, BAM8-22 antagonism; active compounds read low; B-score at 10 µM; 1.3% of 310,000 active;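 active = calcium-response B-score plate-corrected more than 3 library SD below zero, starting fluorescence within 5 deviations, no agonist response on first addition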;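 note: peak minus trough fluorescence over baseline after final BAM8-22 challenge near maximal dose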
TRPC6 activator: activators of mouse TRPC6 channel. Q61143. HEK293-TRPC6 membrane potential dye fluorescence; active compounds read high. B-score at 10 µM. 0.13% of 310,000 active. AID 2550;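 active = B-score of the integrated fluorescence ratio above library mean plus 3 SD, and starting fluorescence ratio within library mean plus 5 SD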;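 note: higher score means more depolarization so channel activation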
MrgX1 PAM: allosterically activates human MrgX1 receptor signaling. Q96LB2. MrgX1-HEK293, Fluo-4 calcium flux, FDSS; active compounds read high. B-score at 10 µM. 0.63% of 310,000 active. AID 588675;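 active = plate-corrected calcium response at least 3 library SD above typical, normal starting fluorescence, not activating the receptor alone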;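 note: compound read alongside a low EC10 to EC30 dose of BAM8-22 agonist; peak minus trough fluorescence over baseline measured at the second addition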
TRPC4 block: inhibitors of mouse TRPC4 channel; HEK293 TRPC4beta/mu-opioid, DAMGO-evoked Fluo4 calcium flux; active compounds read low; B-score at 10 µM; 0.39% of 300,000 active; Q9QUQ5;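 active = B-score over 3 SD under the library average, no early fluorescence shift, positive overall ratio signal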
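material = TRPC4beta/mu-opioid receptor HEK293 cell line | probe or stimulus = sequential submaximal and maximal DAMGO stimulation | compound dosing = one concentration per compound | measured by = Fluo4 Ca2+ flux fluorescence | evaluation = integrated fluorescence ratio relative to baseline, converted to per-well B score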
An asterisk follows results filed as active; i = inactive; / = not tested or not shown.

entry | compound | TMEM16A inh | MrgX1 ag | TRPC4 agonist | TRPC4 PAM | SKKanGAS inh | TMEM16A act | TRPC6 inhibitor | MrgX1 antag | TRPC6 activator | MrgX1 PAM | TRPC4 block
1 | CN(C)c1cc2c(c(N(C)C)c1)C(=O)c1ccccc1C2=O | i | i | i | i | -1.7 | i | i | i | i | i | i
2 | Cc1ccc(/C=N/Nc2nc(N3CCOCC3)nc(N3CCOCC3)n2)o1 | i | i | i | i | 6.3 | i | i | i | i | i | i
3 | COc1ccc(N2CCN(C(=O)CSc3ncccc3-c3nc4ccccc4[nH]3)CC2)cc1 | i | i | i | i | -5.2 | i | i | i | i | i | i
4 | O=C(C[n+]1ccc(CCSc2ccc(F)cc2)cc1)c1ccccc1 | i | i | i | i | -0.4 | i | i | i | i | i | i
5 | Cc1nnc(SCC(=O)Nc2cc(Cl)ccc2Cl)n1CC1CCCO1 (configuration not stated) | i | i | i | i | -8.4 | i | i | i | i | i | i
6 | O=C(O)CSc1nnnn1-c1ccccc1 | i | i | i | i | -2.7 | i | i | i | i | i | i
7 | CCCN1CCc2c(sc(NC(=O)C3CCN(S(=O)(=O)c4cccs4)CC3)c2C(N)=O)C1 | i | i | i | i | -3.6 | i | i | i | i | i | i
8 | Cc1ccc(-n2c(C)cc(C)c(C#N)c2=O)cc1C | i | i | i | i | -10.4 | i | i | i | i | i | i
9 | C=CCC(NCc1ccco1)c1ccc(OC)cc1 (configuration not stated) | i | i | i | i | 4.3 | i | i | i | i | i | i
10 | O=C(c1cc2ccccc2o1)N(Cc1nnc(-c2ccccc2Cl)o1)C1CC1 | i | i | i | i | -5.1 | i | i | i | i | i | i
11 | CCCC(CCC(=O)NC1CCCCC1)C(=O)O (configuration not stated) | i | i | i | i | -6.4 | i | i | i | i | i | i
12 | CN(C)C(=O)c1cc(F)ccc1Sc1cc(Cl)ccc1Cl | i | i | i | i | 1.2 | i | i | i | i | i | i
13 | S=c1[nH]ncn2c1cc1oc3ccccc3c12 | i | i | i | i | 0.5 | i | i | i | i | i | i
14 | C=CCn1cccc(C(=O)Nc2ccc(F)cc2)c1=O | i | i | i | i | -5.3 | i | i | i | i | i | i
15 | COC(=O)c1cc(S(=O)(=O)N2CCCCC2C)c[nH]1 (configuration not stated) | i | i | i | i | -0.7 | i | i | i | i | i | i
16 | Cc1ccc(C2CC(=O)Nc3cc4c(cc32)OCO4)o1 (configuration not stated) | i | i | i | i | -4.3 | i | i | i | i | i | i
17 | Nc1ncnc2c1ncn2[C@@H]1O[C@H](CO)C[C@H]1O | 100* | i | i | i | -8.9 | i | i | i | i | i | i
18 | CCOc1ccc2nc(SC3CC(=O)N(c4ccc(C)cc4)C3=O)sc2c1 (configuration not stated) | i | i | i | i | -1.4 | i | i | i | i | i | i
19 | COc1ccc2c(c1)C=C(CN1CCC(CO)(CCc3ccccc3)CC1)CO2 | i | i | i | i | 2.2 | i | i | i | i | i | -6*
20 | CCc1cccc2c1NC(=O)[C@]21[C@@H]2C(=O)N(Cc3ccccc3)C(=O)[C@@H]2[C@@H]2CCCN21 | i | i | i | i | 2.9 | i | i | i | i | i | i
21 | Cc1ccc(-n2nc(CN3CCOCC3)c(-c3ccccc3)c2N)cc1Cl | i | i | i | i | -3.6 | i | i | i | i | i | i
22 | Cc1nn(Cc2ccccc2Cl)c(C)c1C(=O)NCC(c1cccs1)N1CCOCC1 (configuration not stated) | i | i | i | i | 10.5 | i | i | i | i | i | i
23 | CC(Oc1cccc2cccnc12)C(=O)N/N=C/c1ccc2c(c1)OCO2 (configuration not stated) | i | i | i | i | -0.8 | i | i | i | i | i | i
24 | Cc1ccc2[nH]cc(S(=O)(=O)c3ccc(C)c(C)c3)c(=O)c2c1 | i | i | i | i | 1.2 | i | i | i | i | i | i

Records listed above printed as active in TRPC4 block.
entry	molecule	MrgX1 ag	TRPC4 agonist	TRPC4 PAM	TMEM16A act	MrgX1 antag	TRPC6 activator	TRPC4 block
19	COc1ccc2c(c1)C=C(CN1CCC(CO)(CCc3ccccc3)CC1)CO2	i	i	i	i	i	i	-6*

Continuation.
entry | compound | TMEM16A inh | MrgX1 ag | TRPC4 agonist | TRPC4 PAM | SKKanGAS inh | TMEM16A act | TRPC6 inhibitor | MrgX1 antag | TRPC6 activator | MrgX1 PAM | TRPC4 block
25 | Cc1ccc(S(=O)(=O)N(Cc2cc3ccccc3[nH]c2=O)CC2CCCO2)cc1 (configuration not stated) | i | i | i | i | -1.3 | i | i | i | i | i | i
26 | O=C(NCCN1CCc2ccccc2C1)C1CC(=O)N(C2CCCC2)C1 (configuration not stated) | i | i | i | i | -1.5 | i | i | i | i | i | i
27 | Cc1ccc(OCCSc2nc3ccccc3n2CC(=O)O)c(C(C)C)c1 | i | i | i | i | 1.0 | i | i | i | i | i | i
28 | COc1ccc(N=C2NC(=O)/C(=C/c3ccco3)S2)cc1 | i | i | i | i | 0.2 | i | i | i | i | i | i
29 | COc1ccc(OCC(=O)N/N=C\c2ccco2)cc1 | i | i | i | i | -1.6 | i | i | i | i | i | i
30 | CC(=O)Nc1c(O)nc(SCC(=O)Nc2cccc(C)c2)[nH]c1=O | i | i | i | i | 1.4 | i | i | i | i | i | i
31 | CCc1nc2c(sc3nc4c(cc32)COC(C)(C)C4)c(=O)n1Cc1ccccc1 | i | i | i | i | 3.5 | i | i | i | i | i | i
32 | Cc1ccc(Nc2nc(N)nc(CN3CCC(C)CC3)n2)c(C)c1 | i | i | i | i | 27.8 | i | i | i | i | i | i
33 | Cc1ccc(-c2csc3ncn(C(C)C(=O)O)c(=O)c23)cc1 (configuration not stated) | i | i | i | i | -3.2 | i | i | i | i | i | i
34 | COc1ccc(CNCc2ccco2)cc1OCc1ccccc1 | i | i | i | i | 2.4 | i | i | i | i | i | i
35 | COc1ccc(-c2nc(CSCC(=O)N3CCN(C(=O)c4ccco4)CC3)c(C)o2)cc1OC | i | i | i | i | 2.1 | i | i | i | i | i | i
36 | CCN(C(=O)CSc1nc(-c2ccccc2)c(-c2ccccc2)[nH]1)C1CCS(=O)(=O)C1 (configuration not stated) | i | i | i | i | -1.7 | i | i | i | i | i | i
37 | N/C(=N\OC(=O)C12CC3CC(CC(C3)C1)C2)c1ccccc1 | i | i | i | i | -14.5 | i | i | i | i | i | i
38 | COc1cccc(CC2(CO)CCN(Cc3ccc(NC(C)=O)cc3)CC2)c1 | i | i | i | i | -11.9 | i | i | i | i | i | i
39 | CCCCCCCc1c(O)nc(SCCN(C)C)[nH]c1=O | i | i | 81* | 10* | -6.4 | i | i | i | i | i | i
40 | COc1ccc(CNC(=O)C2CCCN(S(=O)(=O)c3c(C)noc3/C=C/N(C)C)C2)cc1 (configuration not stated) | i | i | i | i | 5.7 | i | i | i | i | i | i
41 | Cn1c(=O)oc2cc(S(=O)(=O)NC(Cc3ccccc3)C(=O)N3CCCCC3)ccc21 (configuration not stated) | i | i | / | / | / | i | / | i | / | i | /
42 | CC(C)(C)n1nnnc1C(c1cccs1)N1CCN(C(=O)c2ccco2)CC1 (configuration not stated) | i | i | i | i | -5.7 | i | i | i | i | i | i
43 | CCC(Oc1ccccc1C)C(=O)N1CCCN(C)CC1 (configuration not stated) | i | i | i | i | -3.1 | i | i | i | i | i | i
44 | O=C(Nc1ccc2c(c1)OCCO2)c1cccc(C(=O)Nc2ccc3c(c2)OCCO3)c1 | i | i | i | i | 23.7 | i | i | i | i | i | i
45 | CC(NC(=O)CN(C)Cc1cccs1)c1ccccc1 (configuration not stated) | i | i | i | i | 0.3 | i | i | i | i | i | i
46 | C=CCN=C1NN=C(c2cc(C)n(CC=C)c2C)CS1 | i | i | i | i | 8.1 | i | i | i | i | i | i
47 | CCOC(=O)NC(=O)CSc1nnnn1-c1ccccc1 | i | i | i | i | -3.8 | i | i | i | i | i | i
48 | CC(OC(=O)c1ccc(NS(=O)(=O)c2ccc3[nH]c(=O)[nH]c3c2)cc1)C(=O)Nc1cccc(Cl)c1Cl (configuration not stated) | i | i | i | i | 20.0 | i | i | i | i | i | i
49 | CC(=O)c1cc(C#N)c(Oc2ccccc2)nc1C | i | i | i | i | 2.9 | i | i | i | i | i | i
50 | COc1ccc(-n2nc(C(C)=O)c(=O)[nH]c2=O)cc1 | i | i | i | i | -1.6 | i | i | i | i | i | i
51 | COC(=O)CNC(c1ccccc1)c1cc(Br)ccc1NC(=O)CNC(=O)OCc1ccccc1 (configuration not stated) | i | i | i | i | 15.8 | i | i | i | i | i | i
52 | O=C(OCc1nc2ccccc2s1)C1CCN(C2=NS(=O)(=O)c3ccccc32)CC1 | 25* | i | i | i | -3.3 | i | i | i | i | i | i
53 | CCOC(=O)N1CCN(CC(=O)N2c3ccccc3CC2C)CC1 (configuration not stated) | i | i | i | i | -5.5 | i | i | i | i | i | i
54 | Cc1ccc(NC2CCCN(C(=O)c3snnc3C)C2)cc1C (configuration not stated) | i | i | i | i | -11.8 | i | i | i | i | i | i
55 | COc1ccc(-c2nc(CS(=O)CC(=O)NC3CCCCC3C)c(C)o2)cc1OC (configuration not stated) | i | i | i | i | 28.1 | i | i | i | i | i | i
56 | O=C(Nc1ccc(S(=O)(=O)N2CCOCC2)cc1)C1CCN(S(=O)(=O)c2ccccc2)CC1 | i | i | i | i | 5.6 | i | i | i | i | i | i
57 | CC(C)N(c1ccccc1)c1ccc(NC(=O)C2CCCO2)cc1 (configuration not stated) | i | i | i | i | 10.8 | i | i | i | i | i | i
58 | Cc1cc(C)c(C#N)c(SCc2ccccc2[N+](=O)[O-])n1 | i | i | i | i | 12.1 | i | i | i | i | i | i
59 | CCOCCc1nnc(NC(=O)C(C)Oc2ccccc2)s1 (configuration not stated) | i | i | i | i | 1.8 | i | i | i | i | i | i
60 | Cc1cc(C)c2c(=O)[nH]n(C3CC(C)N(C)CC3C)c2n1 (configuration not stated) | i | i | i | i | 4.5 | i | i | i | i | i | i
61 | C=CCOc1ccc(/C(O)=C2/C(=O)C(=O)N(CCCN3CCOCC3)C2c2ccc(OC)cc2)cc1 (configuration not stated) | i | i | i | i | 1.1 | i | i | i | i | i | i
62 | CCc1nnc(N/N=C/c2c(Cl)cccc2Cl)n1N | i | i | i | i | -5.3 | i | i | i | i | i | i
63 | Cc1cc(=O)n2ccsc2n1 | i | i | i | i | -3.1 | i | i | i | i | i | i
